# NOD1 NF-kB reporter: NOD1 signaling inhibitors, primary screen, cell-based, luminescence, uHTS (AID 1578). NOD1-driven NF-kB luciferase reporter cells, luminescence; higher % means a stronger effect. one-dose inhibition, % at 4 µM; EC50 in µM for titrated hits. hit rate 1% among 290,000; in the data active = inhibition mostly above about 36%, no sharp cut-off; inactive = mostly below about 34%;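 note: HEK-293T reporter cells stimulated with the NOD1 agonist gamma-tri-DAP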
# Myeloid diff 2: induction of myeloid progenitor differentiation, primary screen, cell-based, flow cytometry, MLPCN library; calls only at 10 µM; ER-HoxA9 myeloid progenitors, lysozyme-GFP differentiation; hit rate 1% among 360,000; AID 624256, 2012;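 active = normalized GFP-positive differentiation at or above the plate's own cutoff, the solvent-only control mean plus 3 SD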;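 note: cells exposed to compound for four days before flow analysis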
# SIAH1 antagonists: Siah-1 peptide-binding antagonists, primary screen, biochemical, fluorescence polarization, rhodamine-plectin, uHTS (AID 1817); displacement, % at 20 µM, or IC50 in µM where a hit was titrated; hit rate 0.02% among 290,000; Siah-1 / rhodamine-plectin peptide fluorescence polarization; higher % means a stronger effect; E3 ubiquitin-protein ligase SIAH1 (Homo sapiens);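 active = displacement of at least 50% at 20 µM, with a fluorescence ratio check between 0.3 and a set limit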;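 note: plate controls were Siah plus tracer with DMSO for no effect and tracer alone without Siah for full effect; strong numbers were not always called active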
# Salmonella PhoP GFP: inhibitors of PhoP regulon expression, primary screen, Salmonella Typhimurium, GFP reporter (AID 1863); S. Typhimurium PhoP-regulated promoter GFP reporter, 4 h; higher % means a stronger effect; one-dose inhibition, % at 50 µM; IC50 in µM for titrated hits; hit rate 0.16% among 300,000;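 active = inhibition over 29.93%, a cutoff 3 SD above the screen mean, later confirmed by dose response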;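 note: 0% = low Mg2+ inducing control and 100% = high Mg2+ repressing control; strong numbers were not always called active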
# KOR beta-arrestin-1: KOR agonists, beta-arrestin recruitment, primary screen, cell-based, luminescence, uHTS (AID 1777). Kappa-type opioid receptor (Homo sapiens). activation, % at 10 µM, or EC50 in µM where a hit was titrated. KOR beta-arrestin recruitment, luminescence; higher % means a stronger effect. hit rate 0.02% among 280,000; in the data active = activation above about 50%, passing the limit was not always enough; note: a part of the inactive calls stands beside numbers as strong as those of hits
# HEK293 NOD2/NF-kB: NOD2 signaling inhibitors, cell-based, luminescence, uHTS, HEK293 (AID 1566) | HEK293 NOD2/NF-kB luciferase reporter, luminescence; higher % means a stronger effect | inhibition, % at 4 µM, or EC50 in µM where a hit was titrated | hit rate 0.63% among 290,000; note: many of its hits are not listed in these tables
# LYP phosphatase: inhibitors of LYP phosphatase, biochemical, fluorescence intensity, uHTS (AID 1779) | Tyrosine-protein phosphatase non-receptor type 22 (Homo sapiens) | recombinant LYP phosphatase, fluorescence intensity; higher % means a stronger effect | one-dose inhibition, % at 11.5 µM; IC50 in µM for titrated hits | hit rate 0.054% among 290,000;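 note: plate controls were vehicle with enzyme for no effect and no enzyme for full effect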
# KOR beta-arrestin-2: KOR antagonists, beta-arrestin recruitment, cell-based, luminescence, uHTS (AID 1778). one-dose inhibition, % at 10 µM; IC50 in µM for titrated hits. Kappa-type opioid receptor (Homo sapiens). KOR beta-arrestin recruitment, luminescence, antagonist mode; higher % means a stronger effect. hit rate 0.091% among 290,000; note: strong numbers were not always called active
# HIV peptide binding: inhibitors of HIV fusion peptide binding, primary screen, biochemical, uHTS, fluorescence dequenching (AID 1986); cell-free peptide binding, fluorescence dequenching, 30 min; higher % means a stronger effect; one-dose inhibition, % at 20 µM; IC50 in µM for titrated hits; hit rate 0.3% among 290,000; in the data active = inhibition mostly above about 52%, no sharp cut-off; inactive = mostly below about 76%; note: some results filed as inactive read as strong as hits
# Myeloid diff 2 GFP+ MAC1+ %: recorded beside Myeloid diff 2, whose call it bears; GFP+ MAC1+ double positive, %; measured here: differentiation confirmed by MAC1 staining
# Numbers without * were called inactive; i = inactive; nt = not tested or not shown; + = active, no number; [ ] = dose if it differs, or a comment. Cut-off read from the data, not from the text of the source, unless noted: active = inhibition above about 50%; inactive = the rest. These rows are one share of the data (hit frequency here may not be typical).
mol,SIAH1 antagonists,KOR beta-arrestin-2,HIV peptide binding,Myeloid diff 2,Salmonella PhoP GFP,NOD1 NF-kB reporter,HEK293 NOD2/NF-kB,LYP phosphatase,KOR beta-arrestin-1,Myeloid diff 2 GFP+ MAC1+ %
O=C(Oc1ccc(-n2cnnn2)cc1)c1ccco1,-1%,-7%,9.8%,i,16%,-38%,-6%,0%,1.4%,0.0
O=[N+]([O-])c1ccc(N2CCOCC2)cc1NCCCO,-2%,-24%,-1.3%,i,-6%,-22%,15%,0%,-2.5%,0.1
COc1ccc(-c2onc(C)c2-c2ccc(C(=O)OC(C)C)o2)c(O)c1,2%,-10%,0.3%,i,3%,31%,26%,2%,0.8%,0.6
Cc1ccc2nc(/C(C#N)=C\c3cc(C)n(-c4cccc([N+](=O)[O-])c4)c3C)[nH]c2c1,-2%,-26%,0.5%,i,-7%,1%,8%,5%,-3.1%,0.7
O=[N+]([O-])c1ccc(-c2csc(N3CCc4ccccc4C3)n2)cc1,11%,-11%,-0.8%,i,1%,-29%,13%,-6%,5.2%,0.5
Cc1ccc(Cl)c(OC(=O)c2nn(C(C)C)c(=O)c3ccccc23)c1,2%,-4%,-2.8%,i,16%,52%,12%,2%,0.8%,0.4
CCOc1ccc(N=C2NC(=O)SC2CC(=O)OC)cc1 (stereo not drawn),7%,-8%,-1.4%,i,-4%,-7%,11%,-7%,0.8%,1.0
CCCn1c(-c2ccc[nH]c2=O)nc2cc(C)c(C)cc21,-3%,-32%,-0.5%,i,-5%,-25%,-54%,-18%,4.7%,0.6
COc1ccc(CNC(=O)CN2C(=O)C(C)N(c3ccc(C)cc3)C2=O)cc1 (stereo not drawn),0%,-8%,-1.6%,i,20%,-2%,8%,0%,-2.9%,1.4
CC(C)N(C(=O)COC(=O)c1cncc(Br)c1)C(C)C,1%,0%,-0.5%,i,-5%,-50%,15%,-5%,-1.3%,0.2
CCCn1c(SCC(=O)c2cc(OC)ccc2OC)nnc1C(C)C,-1%,-6%,-2.3%,i,-15%,16%,11%,-13%,-2.2%,0.2
CCOC(=O)c1nc(NCCc2ccccc2)sc1C,-7%,-33%,0.0%,i,-1%,-37%,-70%,2%,2.9%,0.2
O=C1CNC(=O)/C1=C/c1ccccc1,-8%,-24%,3.3%,i,14%,30%,-4%,-6%,1.9%,0.2
COc1ccc(C(=O)Nc2ccc(NC(=O)c3cccc(OC)c3)cn2)cc1,-2%,-6%,-1.8%,i,4%,-6%,30%,-4%,1.2%,2.5
O=C(O)C1CCCN1c1ncccn1 (stereo not drawn),-2%,6%,-0.3%,i,-4%,-14%,2%,-8%,-2.8%,1.0
COc1cc2ccnc(Cc3cccc(OC)c3OC)c2cc1OC,5%,-12%,0.6%,i,-9%,27%,31%,-11%,1.2%,0.4
CN(C)/C=C/C(=O)c1ccc(N2CCN(c3ncc(C(F)(F)F)cc3Cl)CC2)cc1,0%,-17%,-0.3%,i,-11%,26%,22%,5%,8.0%,0.7
COC(=O)/C=C/c1ccsc1NC(C)=O,-8%,14%,2.0%,i,-7%,-14%,2%,-5%,-0.3%,0.7
COc1cccc(/C=C2\SC(=S)N(CCC(=O)Nc3ccc(O)cc3)C2=O)c1,-1%,-43%[20 µM],0.0%,i,8%,4%,-17%,-12%,-1.9%,0.5
CCC(C)(C)n1nnnc1CN(Cc1ccco1)Cc1cc2cc3c(cc2[nH]c1=O)OCO3,-1%,-44%,-1.0%,i,7%,2%,5%,-3%,-5.6%,0.5

# 2 entries from above, with each value named.
> CCCn1c(SCC(=O)c2cc(OC)ccc2OC)nnc1C(C)C
  SIAH1 antagonists: -1% | KOR beta-arrestin-2: -6% | HIV peptide binding: -2.3% | Myeloid diff 2: i | Salmonella PhoP GFP: -15% | NOD1 NF-kB reporter: 16% | HEK293 NOD2/NF-kB: 11% | LYP phosphatase: -13% | KOR beta-arrestin-1: -2.2% | Myeloid diff 2 GFP+ MAC1+ %: 0.2
> O=C1CNC(=O)/C1=C/c1ccccc1
  SIAH1 antagonists: -8% | KOR beta-arrestin-2: -24% | HIV peptide binding: 3.3% | Myeloid diff 2: i | Salmonella PhoP GFP: 14% | NOD1 NF-kB reporter: 30% | HEK293 NOD2/NF-kB: -4% | LYP phosphatase: -6% | KOR beta-arrestin-1: 1.9% | Myeloid diff 2 GFP+ MAC1+ %: 0.2

# More compounds
mol,SIAH1 antagonists,KOR beta-arrestin-2,HIV peptide binding,Myeloid diff 2,Salmonella PhoP GFP,NOD1 NF-kB reporter,HEK293 NOD2/NF-kB,LYP phosphatase,KOR beta-arrestin-1,Myeloid diff 2 GFP+ MAC1+ %
Cc1ccc(-c2noc(CCCC(=O)NC3CCCC3)n2)cc1,3%,3%,2.5%,i,-3%,37%,35%,-4%,-1.5%,0.6
CCCCNC(=O)OCCSCCS(=O)(=O)c1ccc(Cl)cc1,5%,8%,-1.3%,i,-10%,-9%,13%,0%,1.8%,0.6
CC(=O)Nc1ccc(NC(=S)NC(=O)/C=C/c2ccccc2)cc1,3%,-3%,0.1%,i,-4%,-9%,5%,-4%,-0.2%,0.0
O=C(NCc1ccco1)C(c1ccncc1)N(CCC1=CCCCC1)C(=O)Cn1nnc2ccccc21 (stereo not drawn),2%,-8%,2.0%,i,1%,1%,2%,-10%,8.3%,1.7
O=C(CSc1nc2ccccc2s1)N1CCCCC1,2%,14%,-1.9%,i,0%,-72%,-64%,-1%,nt,2.7
CCN(CC)CCCNC(=O)c1ccccc1C,-3%,0%,4.8%,i,14%,-16%,3%,1%,-7.0%,1.1
CCCN1CCN(CCCNC(=O)Cn2nc(-c3ccccc3)ccc2=O)CC1,0%,8%,-0.1%,i,-2%,-5%,23%,-10%,-3.1%,6.5
O=C1c2ccccc2C2(c3cc(C(F)(F)F)cc(C(F)(F)F)c3)NCCN12 (stereo not drawn),0%,8%,-1.2%,i,-6%,-6%,9%,2%,0.7%,0.3
CCOC(=O)Cc1csc(NC(=O)CSc2ncnc3c2cnn3-c2ccccc2Cl)n1,-4%,-10%,1.2%,i,-12%,-5%,-8%,-4%,-9.5%,1.2
Cc1cccc(OP(=O)(Nc2c(C)n(C)n(-c3ccccc3)c2=O)Oc2cccc(C)c2)c1,25%,-8%,-1.2%,i,6%,-9%,8%,-4%,1.0%,0.0
O=C(COC(=O)Cn1cnc2ccccc21)NCCc1ccccc1,1%,0%,0.5%,i,-11%,2%,7%,-11%,2.0%,1.7
CCN(C(=O)COC(=O)c1cncc(Br)c1)C1CCS(=O)(=O)C1 (stereo not drawn),-3%,0%,3.8%,i,-5%,-30%,2%,3%,0.6%,0.5
S=C(NCc1ccco1)NCc1ccccc1Cl,2%,0%,-0.1%,i,3%,-22%,-9%,-10%,-4.3%,0.7
CC(=O)N/C(=C/c1ccc2c(c1)OCO2)C(=O)NCCO,0%,-6%,2.6%,i,-5%,-44%,0%,2%,4.9%,0.2
CC(=O)c1cccc(NC(=O)C2CCCCC2)c1,-3%,-15%,5.8%,i,-6%,-9%,-18%,3%,7.1%,0.2
Cc1ccc(S(=O)(=O)NCc2ccc(C(=O)NCCc3ccc(S(N)(=O)=O)cc3)cc2)cc1,-1%,-6%,-0.3%,i,-5%,-4%,5%,-11%,-1.5%,0.6
COC(=O)c1cc(C(=O)OC)cc(N2C(=O)CC(Sc3nc(C)cc(C)n3)C2=O)c1 (stereo not drawn),-2%,7%,1.1%,i,5%,-11%,-5%,4%,1.5%,1.4
O=C(CSCc1nc2c(nnn2Cc2ccc(F)cc2)c(=O)[nH]1)Nc1cccc(C(F)(F)F)c1,3%,4%[20 µM],4.2%,i,-8%,-37%,6%,1%,nt,1.3
O=[N+]([O-])c1cc(Cl)ccc1N1CCCCC1,18%,-7%,-0.2%,i,-4%,-20%,-2%,-8%,-1.6%,0.2
Nc1ccc(C(=O)n2c3ccccc3c3ccccc32)cc1,2%,-128%,-3.7%,nt,4%,75%*,30%,-4%,1.5%,nt

# The list goes on.
mol,SIAH1 antagonists,KOR beta-arrestin-2,HIV peptide binding,Myeloid diff 2,Salmonella PhoP GFP,NOD1 NF-kB reporter,HEK293 NOD2/NF-kB,LYP phosphatase,KOR beta-arrestin-1,Myeloid diff 2 GFP+ MAC1+ %
CC1(C)C2CCC1(C)C(OC(=O)CSc1nc(N)cc(=O)[nH]1)C2 (stereo not drawn),0%,-10%,2.7%,i,-4%,-12%,-10%,-7%,1.5%,4.5
Cc1cccc(C)c1OCC(O)CN1CCN(c2ccccn2)CC1 (stereo not drawn),6%,14%,-0.6%,i,-3%,-30%,6%,-4%,2.2%,1.2
O=C(N/N=C/C1CCCCC1)c1ccccn1,-4%,7%,-0.3%,i,-4%,1%,1%,-9%,-3.2%,0.2
CC(Cn1cncn1)NC(=O)c1cc(COc2cccc(C(F)(F)F)c2)on1 (stereo not drawn),2%,17%,2.6%,i,-3%,-12%,-19%,-1%,-3.1%,0.3
Cc1n[nH]c(C)c1CCN(C)C(=O)C1CCC(=O)N(CC2CCCCC2)C1 (stereo not drawn),-1%,-13%,0.1%,i,14%,-14%,4%,-13%,-1.0%,1.0
COc1cccc(NC(=O)CSCC(=O)Nc2ccccc2)c1,0%,-34%,-0.8%,i,0%,-21%,1%,0%,2.1%,0.8
CN(Cc1ccccc1)C(=O)c1c[nH]c2ccc(S(=O)(=O)N3CCOCC3)cc2c1=O,0%,-19%,1.5%,i,3%,2%,18%,-7%,-0.5%,0.1
COc1ccc(CN(C)C(=O)COC(=O)c2c(-c3ccccc3Cl)noc2C)cc1,-2%,6%,-1.7%,i,-3%,-51%,-8%,8%,-1.4%,0.7
CC(=O)N1CC=CC1(CC(C)C)C(=O)NCCc1c[nH]c2ccccc12 (stereo not drawn),1%,18%,3.4%,i,-1%,-18%,10%,-6%,0.8%,0.9
COc1cc(NC(=O)CN(c2ccc(C)cc2)S(=O)(=O)c2c(C)n[nH]c2C)cc(OC)c1,1%,-16%,-1.3%,i,7%,-20%,-16%,-5%,8.1%,0.9
Cc1c(NC(=O)c2ccc(-c3cccc([N+](=O)[O-])c3)o2)c(=O)n(-c2ccccc2)n1C,3%,-32%[20 µM],1.4%,i,9%,-14%,10%,3%,nt,0.2
O=C(Nc1ncc(S(=O)(=O)c2ccc([N+](=O)[O-])cc2)s1)c1ccccc1F,0%,4%,-1.8%,+,-7%,5%,9%,-5%,8.0%,2.9*
Cc1c(C)c(C)c(S(=O)(=O)N2CCNCC2)c(C)c1C,1%,-24%,0.6%,i,9%,-16%,16%,-3%,6.7%,0.7
O=C(Nc1ccc(-c2nc3ccc(NC(=O)c4cccs4)cc3[nH]2)cc1)c1cccs1,24%,-43%,-1.5%,nt,-6%,-27%,-199%,-23%,1.2%,nt
CC1(C)Cc2c(sc3nc(N/N=C/c4ccccc4)[nH]c(=O)c23)CO1,-5%,15%,-0.7%,i,0%,-3%,-13%,4%,2.9%,0.2
Cc1cccc2cc(C#N)c(NCCNC(=O)COc3ccccc3)nc12,-2%,-1%,-2.1%,i,-10%,22%,-10%,-6%,6.7%,0.7
CCOC(=O)c1sc(=NC(=O)c2ccc(Br)cc2)n(C)c1C,2%,-43%,-0.5%,i,-8%,-8%,10%,-6%,-2.5%,7.0
